Screens (PubChem BioAssay)
IDE cell activ: boosts human insulin-degrading enzyme activity in HEK cells. FAbeta-B cleavage, fluorescence polarization; 0% vehicle, 100% cell-free pure enzyme wells. activation, % at 5.96 µM. hit rate 0.073% among 340,000;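 active = activation above the mean of all tested compounds plus 3 SD, set per screening campaign, cut at about 17% in these data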
Target sequence (P14735 whole entry, looked up): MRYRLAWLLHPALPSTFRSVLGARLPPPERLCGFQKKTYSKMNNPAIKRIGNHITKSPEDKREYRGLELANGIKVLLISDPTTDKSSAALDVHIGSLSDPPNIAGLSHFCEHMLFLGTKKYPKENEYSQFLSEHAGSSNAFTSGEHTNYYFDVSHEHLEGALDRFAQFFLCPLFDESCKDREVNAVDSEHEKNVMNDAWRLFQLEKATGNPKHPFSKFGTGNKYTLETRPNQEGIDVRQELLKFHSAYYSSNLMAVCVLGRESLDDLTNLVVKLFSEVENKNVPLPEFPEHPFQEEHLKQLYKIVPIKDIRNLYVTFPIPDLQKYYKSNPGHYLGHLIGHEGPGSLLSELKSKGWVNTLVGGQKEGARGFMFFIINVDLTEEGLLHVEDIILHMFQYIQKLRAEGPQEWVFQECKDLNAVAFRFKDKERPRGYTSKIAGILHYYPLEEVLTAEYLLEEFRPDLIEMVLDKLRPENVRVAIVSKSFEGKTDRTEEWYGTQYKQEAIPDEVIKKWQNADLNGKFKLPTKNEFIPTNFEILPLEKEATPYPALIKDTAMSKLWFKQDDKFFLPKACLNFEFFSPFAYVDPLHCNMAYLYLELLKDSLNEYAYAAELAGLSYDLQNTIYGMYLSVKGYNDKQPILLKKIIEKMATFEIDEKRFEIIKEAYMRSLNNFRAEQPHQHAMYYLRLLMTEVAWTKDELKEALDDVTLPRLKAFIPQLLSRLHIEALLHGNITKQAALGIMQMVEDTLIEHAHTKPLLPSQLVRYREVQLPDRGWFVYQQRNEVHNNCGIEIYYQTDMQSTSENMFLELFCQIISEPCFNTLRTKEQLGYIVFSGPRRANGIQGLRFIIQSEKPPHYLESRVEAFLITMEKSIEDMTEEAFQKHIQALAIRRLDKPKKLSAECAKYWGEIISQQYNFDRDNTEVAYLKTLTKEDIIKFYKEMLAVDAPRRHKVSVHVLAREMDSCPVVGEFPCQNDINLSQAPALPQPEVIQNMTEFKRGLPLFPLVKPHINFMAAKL
* = called active by the depositor. These rows are one share of the data; rates above refer to the full screens.

SMILES	IDE cell activ
Cc1ccc(C2(C)NC(=O)N(CC(=O)Nc3cc(S(=O)(=O)N4CCOCC4)ccc3OC(C)C)C2=O)cc1 (stereo unspecified)	5
CN(CC(=O)Nc1ccc(F)c(F)c1F)C(=O)Cc1ccc(S(=O)(=O)N2CCOCC2)s1	3
COc1cc(C2c3cc4c(cc3OC(N3CCCCC3)C2C)OCO4)cc(OC)c1O (stereo unspecified)	5
C[C@H]1CN[C@@H](CCO)/C1=C\c1ccccc1	-1
COc1ccc(CCN2CCC(CN3C(=S)NC[C@@H]3CC(C)C)CC2)cc1OC	2
N#Cc1ccc(S(=O)(=O)N2CCN(C(=O)c3cn(-c4ccccc4)nc3-c3cccnc3)CC2)cc1	-3
CCN1CCN(c2oc(-c3ccccc3)nc2S(=O)(=O)c2ccc(C)cc2)CC1	3
CCOC(=O)c1nnsc1C(OC)Oc1ccccc1 (stereo unspecified)	5
O=C(CCN1C(=O)c2ccccc2S1(=O)=O)NCc1ccc(F)cc1	2
CC(=O)Nc1ccc(NC(=O)CC2(CC(=O)N3CCOCC3)CCCC2)cc1	5
CCOc1ccc(NC(=O)CN(C)C(=O)c2cccc(S(=O)(=O)N3CCCC3)c2)cc1OCC	5
Cc1ccnc(N=O)c1	-3
CCC(CCNC(=O)c1ccccc1)(CCNC(=O)c1ccccc1)[N+](=O)[O-]	0
Cc1ccc(S(=O)(=O)CCC(=O)OCC(=O)Nc2cc(S(=O)(=O)N3CCOCC3)ccc2Cl)cc1	3
O=C(OC12CC3CC(CC(C3)C1)C2)c1ccc(NCc2cc(O)ccc2O)cc1	2
CCCN(CC1CC1)C(=S)NC(=O)c1cc(Br)ccc1Cl	1
COc1ccc(CNC(=O)c2cc(S(=O)(=O)N3CCCCC3)ccc2N2CCOCC2)cc1OC	2
CC(Nc1cccc([N+](=O)[O-])c1)C(=O)Nc1ccc(S(=O)(=O)N2CCCC2)cc1 (stereo unspecified)	3
O=C(O)c1cc2ccccc2[nH]1	5
O=C(O)c1ccccc1C1c2ccccc2Oc2ccccc21	7
CC(C)(C)N(Cc1ccc2c(c1)OCO2)C(=O)/C=C\S(=O)c1ccccc1 (stereo unspecified)	1
CC(=O)N(C(C)=O)c1cccc(N(Cc2ccccc2)Cc2ccccc2)c1	3
Cc1cccc(C(=O)N=C2SC3CS(=O)(=O)CC3N2c2ccccc2)c1 (stereo unspecified)	1
CC(C)(C)NC(=O)C[C@H]1C[C@H](C(=O)N2CCOCC2)[C@@]2(CCC3CCCC3)c3[nH]c4cc(-c5ccco5)ccc4c3CCN2C1=O	3
CC(N)C(=O)NC(CO)C(O)C(N)C=O (stereo unspecified)	5

3 entries from above, sorted by their value in IDE cell activ, falling.
SMILES	IDE cell activ
O=C(O)c1cc2ccccc2[nH]1	5
COc1ccc(CCN2CCC(CN3C(=S)NC[C@@H]3CC(C)C)CC2)cc1OC	2
N#Cc1ccc(S(=O)(=O)N2CCN(C(=O)c3cn(-c4ccccc4)nc3-c3cccnc3)CC2)cc1	-3

Following part.
SMILES	IDE cell activ
Nc1ccccc1-c1ccn[nH]1	3
COc1ccc(-c2c(C)cc3oc(=O)cc(-c4ccccc4)c3c2C)cc1OC	6
Cc1csc(=O)n1CCC(=O)OCC(=O)NNC(=O)c1ccc(Cl)cc1	5
O=C(O)C1C2CC(C(Br)C2Br)C1C(=O)O (stereo unspecified)	2
Cc1cc(C)c(C(=O)c2ccccc2)c(C)c1	5
O=C(CN1C(=O)NC2(CCCC2)C1=O)OCC(=O)c1cccc(Cl)c1	4
CCOc1ccccc1C=NN1CCCCCC1	2
COc1ccc2oc(-c3ccncc3)cc(=O)c2c1	2
CC(=O)Oc1cc2c(c3ccccc13)CCC2=O	-4
CN(C(=O)c1cccc(NC(=O)Cc2cccc(NC(=O)C3CCN(C(=O)C4CC4)CC3)c2)c1)C1CC1	-6
CC(=O)OC1(C(C)=O)CCC2C3CC4OC45CC(O)CCC5(C)C3CCC21C (stereo unspecified)	7
COc1ccc(-c2nc(SCC(=O)Nc3cccc(S(N)(=O)=O)c3)n[nH]2)cc1	-1
CCC1(c2ccc(F)cc2)NC(=O)N(CC(=O)Nc2cccc(S(=O)(=O)N3CCCC3)c2)C1=O (stereo unspecified)	0
CCOC(=O)C1CCCN(C(=O)COc2ccc(C(=O)c3ccccc3)cc2)C1 (stereo unspecified)	0
O=C(Oc1ccccc1Cl)c1ccccc1	-1
CC[C@@H]1C(c2ccc(F)cc2)=NN(c2ccc(Br)cc2)[C@H]1C(=O)N1CCOC1=O	-4
NC1=NC(c2ccccc2)CC(=O)N1 (stereo unspecified)	-1
CCOC(=O)C1=NNC(C(=O)O)C1c1ccccc1 (stereo unspecified)	3
CN(C)C(=S)N=c1ssc(=S)n1Cc1ccco1	0
Cc1ccc(OC(C)C(=O)N2CCN(c3ccccn3)CC2)cc1 (stereo unspecified)	1
CC(=O)NCCc1ccc(-c2csc(NC(=O)C3CC(=O)N(C4CCCC4)C3)n2)cc1 (stereo unspecified)	2
CN(C(=O)c1ccc(NC(=O)Cc2ccc(NC(=O)C3CCN(C(=O)CCc4ccccc4)CC3)cc2)cc1)C1CCCC1	4
OCC1OC(Oc2c(Br)cc(Br)cc2Br)C(O)C(O)C1O (stereo unspecified)	4
O=C(O)c1c2cc(Br)ccc2nc2[nH]c(=O)[nH]c(=O)c12	-2
COc1cccc(NC(=O)CN(C)C(=O)c2cc(-c3ccccc3)nc3ccc(C)cc23)c1	1

A second format for part of the listing above:
COc1ccc(-c2c(C)cc3oc(=O)cc(-c4ccccc4)c3c2C)cc1OC
  IDE cell activ = 6
Cc1cc(C)c(C(=O)c2ccccc2)c(C)c1
  IDE cell activ = 5

Going on with the list.
SMILES	IDE cell activ
CC[C@H](C)[C@H]1CNC(=O)C(=O)N1CC1CCN(CCc2ccc(Cl)c(Cl)c2)CC1	-1
CNc1ccc(C=C2C=Cc3ccccc32)cc1	-4
O=C(COc1ccccc1)c1ccccc1	-5
O=C(NCc1ccccc1)c1ccccc1	1
O=[N+]([O-])c1cccc(N=Nc2ccc(O)cc2O)c1	3
CCN(CC)CCNC(=O)c1ccc(NC(=O)c2cccc(S(=O)(=O)N3CCc4ccccc43)c2)cc1	1
Cc1nn(-c2ccc(F)cc2)c(Cl)c1/C=C(/CC(=O)O)c1nc2ccccc2s1	2
CN(C)c1ncnc2c1ncn2CCn1cnc2c(N(C)C)ncnc21	1
COc1ccc2cc(C[C@@H]3CC[C@@H](CNC(N)=O)O3)ccc2c1	3
Cc1occc1-c1nnc(SCC(=O)NC2CCCCC2C)o1 (stereo unspecified)	-3
O=[N+]([O-])c1cccc(C=NN=Cc2ccccc2O)c1	8
CCN(CC)C(=O)[C@H]1C[C@H](CC(=O)NCCCn2ccnc2)C(=O)N2CCc3c([nH]c4ccc(Cl)cc34)[C@]12C	6
Cn1c(N)cc(=O)n(C)c1=S	6
COc1ccc(CCNC(=O)C2COc3ccccc3O2)cc1OC (stereo unspecified)	2
COc1ccc(-c2noc(CCC(=O)N3CCN(c4ccc(Cl)cc4)CC3)n2)cc1	-3
COCCOC(=O)c1c(C)oc2ccc(O)c(CN3CCC(C)CC3)c12 (tested in a mixture with another compound)	7
O=C1NC(=S)SC1=Cc1ccc(F)cc1	2
Cc1ccc(NCCCn2ccc(NC(=O)OCc3ccccc3)nc2=O)cc1C	3
C(COC1CC2CC1C1C2CC2OC21)OC1CC2CC1C1C2CC2OC21 (stereo unspecified)	5
Cc1ccc(NC(=O)CN(C)C(=O)c2ccccc2Cc2ccccc2)cc1	9
CCC(CC)CN1CCC(CN2C(=S)NC[C@@H]2[C@@H](C)CC)CC1	4
COc1cc(NC(=O)c2cc(=O)[nH]c3ccc(S(=O)(=O)N4CCOCC4)cc23)cc(OC)c1	-5
CCOc1cc(C)nc(N2CCC(C(=O)NC3CC3)CC2)n1	1
Cc1ccc(S(=O)(=O)Nc2ccc3ccccc3c2[N+](=O)[O-])cc1	3
CN(C)c1ccc(S(=O)(=O)N2CCCCC2)cc1NC(=O)CCNC(=O)c1ccccc1Cl	1

The last three compounds of the section before lead into the next.
SMILES	IDE cell activ
CCOc1cc(C)nc(N2CCC(C(=O)NC3CC3)CC2)n1	1
Cc1ccc(S(=O)(=O)Nc2ccc3ccccc3c2[N+](=O)[O-])cc1	3
CN(C)c1ccc(S(=O)(=O)N2CCCCC2)cc1NC(=O)CCNC(=O)c1ccccc1Cl	1
CC1=NC(C)(C)CC2CCC(O)C12 (stereo unspecified)	3
Cc1ccc(/C=C/C(=O)OCC(=O)NCc2ccccc2)o1	5
C(CCc1nn[nH]n1)CCC1CCCCC1	2
Cc1cc(C(C)(C)C)ccc1OC(=O)C1=CC=CN2CCS(=O)(=O)N=C12	1
O=C1OCCN1N1CCOC1=O	1
O=C(Nc1ccc(F)c(Cl)c1)c1ccccc1NC(=O)C1CCCCC1C(=O)O (stereo unspecified)	3
CC12C=CC(=O)C=C1CCC1C2CCC2(C)C(C(=O)CO)CCC12 (stereo unspecified)	-2
CCOc1ccc(NC(=O)CN(C)C(=O)c2n[nH]c(=O)c3ccccc23)cc1OCC	-3
COc1ccccc1CNC(=O)COC(=O)CSc1ccc(C)c(C)c1	-1
CC12CC(=O)C3C(CCC4=CC(=O)CCC43C)C1CC=C2CC(=O)O (stereo unspecified)	4
COc1cc(-c2cc(OC)c(O)c(OC)c2)cc(OC)c1O	-2
CCc1ccc(Cn2ncc3c(C(=O)O)cc(C)nc32)cc1	5
Cc1nc(Cc2nnc(SCC(=O)N3CCN(c4ccccc4)CC3)o2)cs1	8
CN(C(=O)c1cccc(NC(=O)Cc2ccc(NC(=O)C3CCCN(C(=O)C4CCCCC4)C3)cc2)c1)C1CCCC1 (stereo unspecified)	4
CC[C@]12c3[nH]c4cc(CCC(=O)N(C)C)ccc4c3CCN1C(=O)[C@@H](CC(=O)NCCCN(C)C)C[C@@H]2C(=O)N1CCN(C(=O)C2CC2)CC1	4
O=C1C(=C(I)I)c2ccccc2-c2ccccc21	-3
COc1cccc(/C=C/C(=O)OCC(=O)Nc2nnc(-c3ccccc3)o2)c1OC	3
COc1ccc(C2/C=C\CN3CCC[C@H]3C(=O)N2Cc2ccc(F)cc2)cc1 (stereo partly specified)	1
CC(C)C[C@H]1CNC(=S)N1CC1CCCN1C[C@H](CC(C)C)N1C[C@H](Cc2ccccc2)N(CC2CCCCCC2)C1=S (stereo partly specified)	-1
CC(C)CCN(C(=O)c1cn2ccccc2n1)c1c(N)n(Cc2ccccc2)c(=O)[nH]c1=O	4
CC(C)(C)OC(=O)N1CCCC(C(=O)Nc2ccc(C(=O)NCc3ccccc3)cc2)C1 (stereo unspecified)	-1
O=C(C=Cc1cccs1)c1cccs1	-1
CCCCNc1c(-c2ccc(OC)c(SC(C)CC)c2)nc2cnccn12 (stereo unspecified)	3
COc1ccc(C2C3=C(COC3=O)Oc3cc4c(cc32)OCO4)cc1OC (stereo unspecified)	2
CCCN(C(=O)COC(=O)CNS(=O)(=O)c1ccc(NC(C)=O)cc1)C1CCS(=O)(=O)C1 (stereo unspecified)	1

An excerpt of these results, bar-delimited.
canonical_smiles | IDE cell activ
COc1ccccc1CNC(=O)COC(=O)CSc1ccc(C)c(C)c1 | -1
CC12CC(=O)C3C(CCC4=CC(=O)CCC43C)C1CC=C2CC(=O)O (stereo unspecified) | 4

More compounds follow.
SMILES	IDE cell activ
O=C1C=CC(=O)N1c1ccccn1	2
COc1ccc(C(C)(C)C)cc1NC(=O)CCCN1C(=O)CN(C)C1=O	3
COc1ccc(C=NNC(=O)CCCC(=O)NN=Cc2ccc(OC)c(OC)c2)cc1OC	-2
Nc1cc2c(cc1Br)-c1c(C(=O)O)cccc1C2O (stereo unspecified)	-2
CCCCn1cnc2c(SCc3ccc([N+](=O)[O-])cc3)nc(N)nc21	4
Oc1ccccc1C=NNC(=S)Nc1ccc(F)cc1	-5
CCN(CC)C(=O)[C@H]1CC(CC(=O)NCc2ccc(OC)c(OC)c2)C(=O)N2CCc3c([nH]c4ccc(OC)cc34)[C@]12C (stereo partly specified)	3
Nc1ccn(C2CCCCO2)c(=O)n1 (stereo unspecified)	3
CC[C@]12c3[nH]c4cc(CCC(=O)N(C)C)ccc4c3CCN1C(=O)[C@@H](CC(=O)NCCCn1ccnc1)C[C@@H]2C(=O)N1CCN(C(=O)C2CC2)CC1	3
CN(Cc1cnc2nc(N)nc(N)c2n1)c1ccc(C(=O)NC(CCC(=O)O)C(=O)O)cc1 (stereo unspecified)	4
COc1ccc(NS(=O)(=O)c2cc(NC(=O)CCNC(=O)c3ccco3)ccc2OC)cc1	5
CCCCCCCCNS(=O)(=O)CCNCc1ccccc1OC	2
C[C@@H]1[C@H]2CCCC[C@H]2CN(C(=O)OC(C)(C)C)[C@@H]1c1cn(Cc2ccccc2)c2ccc(F)cc12	-2
Cn1c(=O)c2[nH]c(NN=Cc3ccccc3)nc2n(C)c1=O	2
CN(CC(=O)Nc1ccc(F)cc1)C(=O)c1ccc(OCc2ccccc2)cc1	1
CCC(C)N(C(=O)CSc1nnc2ccccn12)C1CCS(=O)(=O)C1 (stereo unspecified)	3
Nc1ncnc2c1ncn2[C@@H]1O[C@H](CNC(=O)[C@@H]2C[C@H](F)CN2)[C@@H](O)[C@H]1O	-2
CCOCc1c(C(=O)Nc2ccccc2N2CCN(C)CC2)oc2ccccc12	1
O=C(OCCOCCOC(=O)Oc1ccccc1)Oc1ccccc1	4
CSc1ncccc1C(=O)OCC(=O)NC1CC1	2
